Jurkat tox 60K = cytotoxicity toward Jurkat cells; Jurkat E6.1 viability, ATP luminescence, 48 h; 1.2% of 56,000 active; inhibition, % at 4 µM;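 active = inhibition above the mean inhibition of all tested compounds plus 3 SD, cut at about 28% in these data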
M1 antag = M1 muscarinic receptor (rat) antagonism | B-score at 10 µM | 3.4% of 64,000 active | P08482 | CHO-M1 cells, Fluo-4 calcium, ACh EC80 antagonist mode; active compounds read low;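 active = calcium fluorescence response, raw or row-and-column corrected B-score, differing from the plate sample mean either way at a set confidence level, mostly lower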
Target sequence (P08482 whole entry, looked up): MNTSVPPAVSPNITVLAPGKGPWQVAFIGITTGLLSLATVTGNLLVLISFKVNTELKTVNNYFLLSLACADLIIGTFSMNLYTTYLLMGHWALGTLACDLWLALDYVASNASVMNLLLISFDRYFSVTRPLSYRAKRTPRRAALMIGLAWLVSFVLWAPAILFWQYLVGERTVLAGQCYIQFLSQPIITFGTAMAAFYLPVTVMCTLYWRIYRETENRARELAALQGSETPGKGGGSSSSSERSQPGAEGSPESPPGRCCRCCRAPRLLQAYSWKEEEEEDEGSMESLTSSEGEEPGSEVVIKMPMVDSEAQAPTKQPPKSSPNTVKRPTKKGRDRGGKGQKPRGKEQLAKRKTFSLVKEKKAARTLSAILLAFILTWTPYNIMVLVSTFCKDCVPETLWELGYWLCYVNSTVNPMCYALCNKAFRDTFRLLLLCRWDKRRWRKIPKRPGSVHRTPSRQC
D1 mod = D1 dopamine receptor (human) allosteric modulation. P21728. HEK293 D1, CRE-luciferase, dopamine EC30 potentiation; actives deviate in either direction. B-score at 10 µM. 5.9% of 58,000 active;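 active = luminescence count or its row- and column-corrected plate score outside the 99.7% band of the plate's sample wells, on either side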
TNAP act mid DEA = human TNAP activation, intermediate phosphate acceptor. P05186. purified TNAP, CDP-star luminescence, 100 mM DEA, 30 min; active compounds read high; scale: 0 levamisole-inhibited, 1 vehicle-only enzyme. activation factor at 20 µM. 64,000 tested, under 10 active. AID 813;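 active = activation factor of at least 2 at 20 µM, relative to controls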
HEK293 NFkB inh = inhibitors of the PMA/ionomycin-induced NF-kB reporter in HEK293 cells; HEK-293 NF-kB luciferase reporter, luminescence; inhibition, % at 3 µM; 0.21% of 62,000 active; AID 465;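 active = inhibition above the mean of all tested compounds plus 3 SD, cut at about 40% in these data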;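 note: 0% = stimulated DMSO wells and 100% = 10 µM reference inhibitor 5653914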
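System: NF-kB luciferase reporter HEK-293 cells | Replication: Single test | Control set: DMSO vs reference inhibitor | Evaluation: % inhibition | Schedule: 1 h pretreatment, 16 h stimulation, 37 °C | Probe or stimulus: PMA with ionomycin | Compound dosing: One dose, 3 µM | Detection: Luciferase luminescence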
S1P1 ag-PAM = activates or potentiates agonism at human S1P1 receptor. 0.57% of 56,000 active. activation, % at 9.5 µM. P21453. AID 449. S1P1 CRE-bla cells, forskolin, beta-lactamase FRET, potentiator mode; S1P1 agonist co-added at EC20, 2 nM; 100% = saturating reference agonist, 0% = basal;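 active = activation above a cutoff set at the mean activation of all tested compounds plus 3 SD, cut at about 54% in these data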;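 note: forskolin at 4 µM as EC80 and the EC20 agonist is SEW2871; 100% = SEW2871 at its EC100 plus forskolin at EC80; some compounds past the cut are filed as inactive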
Target sequence (P21453 whole entry, looked up): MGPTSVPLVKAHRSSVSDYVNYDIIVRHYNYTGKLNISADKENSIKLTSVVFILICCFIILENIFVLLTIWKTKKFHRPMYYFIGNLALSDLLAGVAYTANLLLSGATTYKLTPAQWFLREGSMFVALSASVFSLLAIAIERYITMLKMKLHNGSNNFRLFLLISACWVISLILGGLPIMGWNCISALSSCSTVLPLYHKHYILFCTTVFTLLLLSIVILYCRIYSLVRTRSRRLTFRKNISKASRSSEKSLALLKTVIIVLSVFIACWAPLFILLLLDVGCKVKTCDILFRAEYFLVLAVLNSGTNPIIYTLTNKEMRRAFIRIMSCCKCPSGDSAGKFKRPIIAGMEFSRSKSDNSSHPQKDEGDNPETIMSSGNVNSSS
E coli RNAP = blocks E. coli RNA polymerase transcription | P0A8V2 | fluorescence transcription assay | inhibition, %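 (tested at 10 µM)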 | 0.2% of 62,000 active; in the data active = inhibition above about 20%;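 note: 0% = enzyme without compound and 100% = no enzyme blank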
M1 agonist = activates the M1 muscarinic receptor | CHO-M1 cells, Fluo-4 calcium fluorescence, agonist mode; active compounds read high | B-score at 10 µM | 3% of 64,000 active | AID 626;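 active = fluorescence rise, raw or as B-score row- and column-corrected plate score, outside the 99.7% band of its plate's samples, either direction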
S1P3 agonist = agonists of human S1P3 receptor. Q99500. S1P3 NFAT-BLA reporter cells, agonism, FRET ratio; relative to 1 µM S1P, basal subtracted. activation, % at 4.5 µM. 0.1% of 60,000 active;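 active = activation above the screen-wide mean plus 3 SD, cut at about 4.5% in these data, passing the limit was not always enough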; note: some compounds called inactive have numbers as strong as hits
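material = human S1P3 NFAT-BLA reporter CHO cells | schedule = 4 h compound at 37 °C, 2 h substrate at RT | measured by = fluorescent BLA substrate, ex 405 nm, em 460/535 nm ratio | controls = 1 µM S1P reference | replication = primary once, confirmation triplicate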
Active calls of the source: *; · = no result given. Not a hit list; 12% or so of the library scored in one or more.

SMILES | Jurkat tox 60K | M1 antag | D1 mod | TNAP act mid DEA | HEK293 NFkB inh | S1P1 ag-PAM | E coli RNAP | M1 agonist | S1P3 agonist
Cc1cc(NCCCN)nc(-c2ccccc2O)n1 | 6 | 0.61 | -0.17 | 1 | -1 | 8 | · | 0.62 | 0.6
CC(C)C(=O)Nc1ccc(NC(=O)c2ccccc2Cl)nc1 | -11 | -0.39 | -0.18 | 0.9 | -6 | 3 | 7 | -1.4 | 0.1
COC(=O)Cc1[nH]nc2c1C(c1cccc(OC)c1OC)C(C#N)=C(N)O2 (configuration not stated) | 0 | -0.017 | 0.007 | 1 | 20 | 9 | 9 | -0.11 | 0.7
Cc1nc2ncnn2c(C)c1CCC(=O)Nc1ccc(S(=O)(=O)N2CCCCCC2)cc1 | -4 | 0.28 | 0.041 | 0.9 | 7 | 16 | 0 | 0.69 | -0.5
O=C(CSc1nnc(CNC(=O)c2c(F)cccc2Cl)o1)NCc1ccc2c(c1)OCO2 | · | -0.76 | 0.18 | 0.9 | 13 | · | -2 | 0 | ·
COc1ccc(O)c(C(=O)c2cnc3onc(C(C)C)c3c2)c1 | · | -1.2 | · | 0.9 | 9 | · | 5 | -0.014 | ·
CC(=O)OC1c2ccccc2C(=O)N1Cc1ccccc1Cl (configuration not stated) | 0 | -0.032 | 0.38 | 0.8 | 21 | 20 | 8 | 0.59 | -1.8
Cc1cc(C(=O)CSc2nnc(Nc3ccccc3F)s2)c(C)n1CC1CCCO1 (configuration not stated) | -1 | -1.2 | 1.8 | 1 | 10 | 27 | 1 | 1.6 | -2.0
CCOC(=O)N1CCC(NC(=O)CCc2cn(C)c3ccccc23)CC1 | -1 | 0.48 | 2.1 | 1 | 16 | 13 | -4 | -0.048 | 0.2
CC1=C(C(=O)OCc2ccccc2)C(c2ccc(N3CCOCC3)cc2)NC(=O)N1 (configuration not stated) | 8 | 0.96 | 1.8 | 1 | 6 | -26 | 4 | -6.6e-05 | -0.2
CN(C)c1ccc(CNn2cnnc2SCc2ccccc2F)cc1 | 1 | 0.54 | 0.15 | 0.9 | 9 | · | 5 | -0.36 | -0.3
COc1ccc(C2=NOC(C(=O)Nc3c(C)n(C)n(-c4ccccc4)c3=O)C2)cc1OC (configuration not stated) | 5 | 0.18 | 2.1 | 0.9 | 19 | -24 | 4 | 0.87 | -1.1
C=CCn1c(SCc2ccc(Cl)cc2)nc2c1c(=O)[nH]c(=O)n2C | -5 | 0.012 | 2.9* | 0.9 | 12 | -32 | 6 | 0.56 | 0.5
Nc1cc(N)nc(SCC(=O)Nc2ccc(Br)cc2Cl)n1 | 6 | 0.13 | 0.49 | 0.9 | 5 | 4 | -4 | -1.3 | -0.8
O=C(Oc1ccc2ccccc2c1Cl)N1CCCC1 | 26 | · | · | 0.8 | -79 | 23 | -9 | · | -0.2
C=CCNc1oc(-c2ccc(OCC)cc2)nc1C#N | 4 | -0.015 | 0.0058 | 0.9 | -1 | 5 | 3 | -0.16 | -0.6
CCOC(=O)CSc1nc(N)cc(=O)[nH]1 | 2 | -0.014 | -0.89 | 0.9 | 19 | 24 | -2 | -1.7 | -0.7
Cc1cc(NS(=O)(=O)Cc2ccccc2)cc(C)c1OCC(=O)N1CCOCC1 | -1 | -1.1 | 0.033 | 0.9 | 7 | · | 7 | -0.56 | 0.2
CC1CCCN(Cc2nc3c(c(=O)n(C)c(=O)n3C)n2CC(=O)c2ccccc2)C1 (configuration not stated) | 5 | 0.43 | · | 0.9 | 0 | 2 | -1 | 2.9 | -1.8
O=C(Nc1c(C(=O)N2CCCC2)cnn1-c1ccccc1)c1cccc(F)c1 | 2 | · | · | 1 | 17 | -7 | 4 | · | -0.1
Cc1ccc2[nH]cc(C(=O)CN3CCC4(CC3)OCCO4)c2c1 | -4 | -0.28 | 0.18 | 0.9 | -1 | 7 | 1 | -0.59 | -0.7
Cc1ccccc1Cn1nc(C)c(NC(=O)c2cc3nc(-c4ccco4)cc(C(F)(F)F)n3n2)c1C | -3 | -0.38 | 1.5 | 0.9 | 12 | -35 | 8 | 2.4 | 0.5
Cc1ccc(S(=O)(=O)n2nc(-c3ccco3)nc2SCc2ccccc2)cc1 | -1 | -1.2 | 0.0023 | · | -1 | · | · | 2.2* | -0.6
CCOCC(O)CS(=O)(=O)c1ccccn1 (configuration not stated) | -7 | 0.31 | 0.017 | 0.9 | 12 | -34 | 8 | -0.058 | 0.3
COCCn1c(SCC(=O)Nc2cc(C)on2)nnc1-c1c[nH]c2ccccc12 | -4 | 0.23 | -0.16 | 0.9 | 0 | -5 | 5 | -0.56 | 0.3
CCN(CC)S(=O)(=O)c1ccc(-c2nnc(SCC(=O)Nc3nc(C)cs3)o2)cc1 | -8 | -0.21 | -0.55 | 0.9 | -3 | 7 | 4 | 0.0091 | -0.9
CCOC(=O)C(C)n1cnc2c(nnn2-c2cccc(Cl)c2)c1=O (configuration not stated) | -4 | -0.18 | 0.6 | 0.9 | 9 | -14 | 2 | -0.74 | 0.9
O=C1c2ccccc2CC1Sc1nnc(-c2ccccn2)o1 (configuration not stated) | -2 | 0.081 | · | 0.9 | 4 | 6 | 4 | -0.84 | 0.7
Cn1cnc2c1c(=O)n(Cc1ccc(F)cc1Cl)c(=O)n2C | -1 | -0.048 | 4* | 0.9 | 12 | · | 15 | -0.13 | -0.5
Cc1nnc(SCC(=O)NC2CC2)n1CCc1ccccc1 | -5 | -0.66 | -0.99 | 0.9 | 5 | -3 | 3 | 0.71 | -0.6
CC(C)COC(=O)Cn1cnc2ccc(Br)cc2c1=O | -5 | -0.02 | 0.01 | 1 | -2 | -5 | · | -0.26 | -1.0
COc1cccc(NC(=O)NC2CCN(Cc3nnnn3Cc3ccc(F)cc3)CC2)c1 | -10 | 0.5 | 0.28 | 1 | 15 | 9 | 3 | 0.38 | -0.7
Cc1cc(Nc2ccc(F)cc2Cl)n2ncnc2n1 | 0 | 2.1 | · | 1.1 | 0 | -30 | 13 | 0.73 | -1.1
O=C1C(=O)N(Cc2ccco2)C(c2cccc(Cl)c2)/C1=C(\O)c1ccc2c(c1)OCCO2 (configuration not stated) | -1 | -0.12 | 0.11 | 0.9 | 26 | -16 | 5 | 0.29 | 0.2
Cc1noc(C)c1CSc1nnc(-c2cc(Cl)ccc2Cl)n1N | · | 0.92 | 9.5* | 1 | 7 | · | 4 | -0.63 | ·
Cc1nc2nc(C)c(CCC(=O)Nc3ccc4c(c3)OCO4)c(C)n2n1 | 3 | -0.23 | 0.022 | 0.9 | 4 | -22 | 10 | -0.41 | 0.0
COc1ccc(OC)c(C2C(C#N)=C(N)Oc3cc(N)ccc32)c1 (configuration not stated) | -1 | -0.21 | 0.76 | 0.9 | 15 | -17 | · | -0.45 | -1.4
Cc1cc(NS(=O)(=O)c2ccc(NC(=O)c3ccoc3C)cc2)nc(C)n1 | -9 | 0.12 | -0.24 | 0.9 | 17 | -10 | 1 | -0.57 | -1.1
O=C(CN(C1CCCCC1)S(=O)(=O)c1ccc(Cl)cc1)NCCCO | -9 | 0.017 | 0.18 | 0.9 | 0 | -3 | 9 | -1.1 | -0.1
COc1ccc2c(c1)OC(O)(C(F)(F)C(F)F)CC2=O (configuration not stated) | 7 | 0.22 | -0.17 | 0.9 | 0 | -19 | 1 | -0.065 | -1.0
COc1ccc(OCC(=O)Nc2ccccc2OC(F)F)cc1 | 7 | -0.48 | 0.91 | 0.8 | 11 | -16 | 8 | -0.17 | -0.6
CCN(CC)c1ccc(C2CC(=O)NC3=C2C(=O)CC(C)(C)C3)cc1 (configuration not stated) | 3 | -3.2* | 0.61 | 0.9 | 14 | 14 | 9 | 0.23 | -0.9
CCCCN1C(=O)NC(NC(C)=O)(C(F)(F)F)C1=O (configuration not stated) | -1 | · | 0.32 | 1 | 6 | -7 | 6 | · | -0.1
COc1ccc(N(C)S(=O)(=O)c2cccc(C(=O)Nc3ccc(-n4cnnn4)cc3)c2)cc1 | 12 | 0.58 | -2.2 | 0.9 | 14 | 31 | 4 | -0.1 | -0.3
CC(C)c1cc(NC(=O)CSc2nnc(-c3ccccc3F)n2C)on1 | · | -0.88 | -0.22 | 0.9 | 20 | · | 4 | -1.5 | ·

In the list so far, 4 contain a furan ring, fused or not:
SMILES | Jurkat tox 60K | M1 antag | D1 mod | TNAP act mid DEA | HEK293 NFkB inh | S1P1 ag-PAM | E coli RNAP | M1 agonist | S1P3 agonist
Cc1ccccc1Cn1nc(C)c(NC(=O)c2cc3nc(-c4ccco4)cc(C(F)(F)F)n3n2)c1C | -3 | -0.38 | 1.5 | 0.9 | 12 | -35 | 8 | 2.4 | 0.5
Cc1ccc(S(=O)(=O)n2nc(-c3ccco3)nc2SCc2ccccc2)cc1 | -1 | -1.2 | 0.0023 | · | -1 | · | · | 2.2* | -0.6
O=C1C(=O)N(Cc2ccco2)C(c2cccc(Cl)c2)/C1=C(\O)c1ccc2c(c1)OCCO2 (configuration not stated) | -1 | -0.12 | 0.11 | 0.9 | 26 | -16 | 5 | 0.29 | 0.2
Cc1cc(NS(=O)(=O)c2ccc(NC(=O)c3ccoc3C)cc2)nc(C)n1 | -9 | 0.12 | -0.24 | 0.9 | 17 | -10 | 1 | -0.57 | -1.1

Continued:
SMILES | Jurkat tox 60K | M1 antag | D1 mod | TNAP act mid DEA | HEK293 NFkB inh | S1P1 ag-PAM | E coli RNAP | M1 agonist | S1P3 agonist
CC(CC(=O)c1cccs1)CC(=O)c1cccs1 | 10 | 0.28 | 0.64 | 0.9 | 1 | 14 | -9 | -0.32 | -1.0
CN1CCCC(OC(=O)c2ccc3c(c2)OCCO3)C1 (configuration not stated) | 2 | 0.064 | 0.67 | 0.9 | 10 | 15 | 4 | 0.58 | -0.4
Cc1nc(NC(=O)CSc2nc3cccnc3n2Cc2ccccc2)sc1C | -3 | 0.42 | 2.4 | 0.9 | 6 | -6 | 6 | -0.00049 | -0.3
COc1ccc(-c2cn3c(C)c(C(=O)NC(C)C)sc3n2)cc1 | -4 | -0.96 | 1.4 | 1 | 0 | 22 | 7 | -0.57 | 0.4
O=CN(CCN(C=O)CN1CCCCC1)CN1CCCCC1 | -8 | 0.65 | -0.42 | 0.9 | 5 | -16 | 2 | -0.17 | 1.1
Cc1nnc(Sc2nc3c(c(=O)[nH]c(=O)n3C)n2CCCc2ccccc2)s1 | 2 | 1.2 | 2.9 | 0.8 | 13 | -4 | 5 | -0.55 | -0.8
COc1cccc(CC(C(=O)Nc2cc(C)ccc2C)c2nn[nH]n2)c1OC (configuration not stated) | -2 | 1.6 | -0.69 | 0.9 | 7 | 0 | 5 | 1.9 | -0.4
COc1ccc(NC(=O)CSC2=C(C#N)C(c3ccco3)C3=C(CCCC3=O)N2)c(OC)c1 (configuration not stated) | · | 0.65 | -2.3 | 0.9 | · | -14 | 8 | 1 | -2.0
CCOCCCNC(=O)c1cn(CC(C)C)c(=O)c2cc(OC)c(OC)cc12 | 1 | 1.1 | 0.65 | 0.8 | 5 | -36 | 7 | 0.057 | 0.0
COc1ccc(OCCCC(=O)N2CCCc3ccccc32)cc1 | 6 | 0.61 | 0.49 | 1 | 6 | -2 | 10 | 0.65 | 0.3
Cc1cc2oc(=O)cc(Cn3ccnc3)c2cc1C | -3 | 0.83 | 0.32 | 1 | 13 | -4 | · | -0.13 | -1.5
CCc1ccccc1NC(=O)c1cnc2n(c1=O)CCS2 | 3 | 0.79 | 0.55 | 0.8 | 0 | -17 | 4 | -1.4 | -0.4
